mHTT CaM bind = disrupts binding of mutant huntingtin to calmodulin. P42858. AlphaScreen His-mHTT/GST-CaM binding, luminescence. inhibition, % at 15 µM. 3.6% of 190,000 active;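 also: 0% = both proteins with DMSO and 100% = one protein alone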
Pf apPOL block = Pf-apPOL DNA polymerase inhibition; Recombinant Pf-apPOL, molecular beacon fluorescence, 1.5 h; inhibition, % at 10 µM; 0.25% of 210,000 active; AID 1794808
* marks the source's active call; other numbers are inactive results; i = inactive; nt = no result given; & = joins results of further samples. Rule as the data show it: active = inhibition above about 50%; inactive = the rest. Random draw from the library; about 3.7% have a hit in one of these screens.

Each structure is followed by: mHTT CaM bind, Pf apPOL block
CCSc1nnc2c(n1)OC(c1cccn1C)N(C(=O)CC)c1ccccc1-2 (stereo not drawn)
 : 5.0, -15.4
C#CCN1C(C)=CC(=O)[C@@H](O)[C@H]1c1ccccc1Br
 : -3.8, -0.3
COc1cc(C2CC(=O)n3nc(-c4ccc(C)cc4)nc3S2)cc(OC)c1OC (stereo not drawn)
 : 2.0, -6.6
COc1ccc(NC(=O)C2(N3C(=O)CC3c3ccc(OC(C)C)cc3)CCCCC2)cc1 (stereo not drawn)
 : 1.0, 3.0
CC(=O)Nc1ccc(N2C(=O)CC(N3CCCCCC3)C2=O)cc1 (stereo not drawn)
 : -3.9, 2.0
COC(=O)c1ccc2c(=O)n(-c3cccc(F)c3)c(N3CCSC3)nc2c1
 : -4.4, -5.2
O=C(COc1ccccc1F)N1CCC2(CC1)OCCS2
 : -8.4, 5.7
CSc1nsc(SC)c1NC(=O)Nc1cccc([N+](=O)[O-])c1
 : 2.0, 2.4
O=C1S/C(=C\c2ccco2)C(=O)N1CN1CCCCC1
 : -4.0, -13.6
CCOc1ccccc1CNC(=O)CCCN1C(=O)CCn2nc(C)cc21
 : -2.1, -2.2
COc1ccccc1NC(=O)Cn1c(=O)n(-c2cccc(C(F)(F)F)c2)c(=O)c2sccc21
 : 2.0, 1.8
C/C=C/c1ccc(OCCOc2ccccc2C(C)=O)c(OC)c1
 : -5.5, -12.3
Cc1ccc(NC(=O)c2ccccc2I)cc1[N+](=O)[O-]
 : 17.8, -1.4
NCC(O)CNCCc1ccccc1 (stereo not drawn)
 : 3.9, -5.0
COc1ccc2nc(Cl)c(C3CC(c4ccccc4)=NN3C(=O)CCCC(=O)O)cc2c1 (stereo not drawn)
 : 11.0, -7.8
CCS(=O)(=O)N1CCC(n2cnc3cc(F)ccc3c2=O)CC1
 : -4.8, -1.9
Cc1ccc(S(=O)(=O)N2CCN(S(C)(=O)=O)C2)cc1
 : -9.0, -1.9
CCCCOc1ccc(-c2nc(C=Nc3ccc(C)cc3C)c(O)o2)cc1
 : -2.0, 4.1
COc1cccc2cc(-c3cc(=O)oc4cc(C)c(OC(C)=O)cc34)oc12
 : -11.5, 0.6
O=C(c1ccccc1Cl)N1CCN(c2nc(CN3CCOCC3)cs2)CC1
 : 4.0, 2.0

Reprinted from the part before: 2 entries, followed by the next part.
Each structure is followed by: mHTT CaM bind, Pf apPOL block
COc1cccc2cc(-c3cc(=O)oc4cc(C)c(OC(C)=O)cc34)oc12
 : -11.5, 0.6
O=C(c1ccccc1Cl)N1CCN(c2nc(CN3CCOCC3)cs2)CC1
 : 4.0, 2.0
CN1c2cc(F)ccc2C(=O)NC12CCN(C(=O)NC1CCCCC1)CC2
 : -6.1, -8.0
CC1CCN(Cc2csc(N3CCN(C(=O)c4cccnc4)CC3)n2)CC1
 : 0.5, -3.7
CC(=O)c1cccc(NS(=O)(=O)c2cccc(C(=O)Nc3ccc(Br)cc3)c2)c1
 : 7.8, -2.8
Cc1ccnc(NC(=O)c2c(O)c3cc(F)cc4c3n(c2=O)C(C)CC4)c1 (stereo not drawn)
 : -4.0, -76.4
Cc1ccnc(N2CCC(C(=O)NCCc3c(C)noc3C)CC2)n1
 : -2.2, -3.1
Cc1cc(CN2CCC(CNC(=O)Nc3c(F)cccc3F)CC2)c(C)o1
 : -1.4, -1.8
COc1ccccc1CC(=O)NCc1ccc(C(=O)O)cc1
 : -1.1, -5.5
O=C(CCSc1nc2ccccc2[nH]1)NC1CCCCC1
 : 0.0, -3.5
O=C(CSc1nc2ccccc2c(=O)[nH]1)N1CCOCC1
 : -2.5, -8.5
Cc1ccc(C(=O)N2CCc3ccc(CNS(C)(=O)=O)cc32)cc1
 : 3.3, -1.0
O=[N+]([O-])c1ccc(Cl)c(C=Nc2ccc(Cl)c([N+](=O)[O-])c2)c1
 : -5.1, nt
Cc1ccc(NC(=O)Cn2c(NCCN3CCOCC3)nc3ccccc32)cc1
 : -0.1, -6.4
CSC1=C(C#N)C(c2ccco2)CC(=O)N1 (stereo not drawn)
 : -0.2, -4.9
COc1ccc(-c2nc(-c3ccccn3)no2)cc1
 : -1.1, -5.2
O=C(Nc1cccc(C(=O)N2CCOCC2)c1)C1CCCC1
 : -6.2, -1.9
CC1(C)Nc2ccc(C(c3ccccc3)(c3ccccc3)c3ccccc3)cc2-c2c1ssc2=S
 : 3.6, nt
Cc1ccc2ccc(C3C(=O)c4ccccc4C3=O)nc2c1
 : 3.9, -5.2
CCOC(=O)N1CCc2nn(CC(=O)Nc3cc(Cl)ccc3C)c(=O)cc2C1
 : 8.8, -4.2
C=CCNC(=O)CN(c1ccc(OCC)cc1)S(=O)(=O)c1ccccc1
 : 4.7, -6.7
CCC1=NN(C(=O)COc2ccc(Cl)c(C)c2)C(O)(C(F)(F)F)C1 (stereo not drawn)
 : 94.0*, -16.1
CCn1c(=N)c(C(=O)NCc2cccnc2)cc2c(=O)n3ccccc3nc21
 : -1.0, 5.4
CSC1=NSC2=NC(=O)/C(=C\c3ccc(Cl)cc3)C(=N)N12
 : 4.0, 0.7
O=C(O)CCCCCn1c(SCc2cc(=O)n3ccccc3n2)nc2ccsc2c1=O
 : 15.0, -4.3
O=c1oc(-c2ccccc2Cl)nc2sc3c(c12)CCC3
 : -9.0, -2.6
CCCC(=O)c1cc(F)c(N2CCN(S(=O)(=O)c3ccccc3)CC2)cc1C
 : 0.5, -4.7
Cc1cc(C)c(C#N)c(SCC(=O)Nc2c(C#N)cnn2-c2ccccc2)n1
 : nt, -1.0
CCc1ccc(NC(=O)Cn2c(=O)n(-c3ccc(F)cc3F)c(=O)c3sccc32)cc1
 : -3.0, 6.2
Cc1ccc(-c2nc3ccccc3s2)cc1S(=O)(=O)N1CCOCC1
 : -8.5, -3.9
COCCNC(=O)c1ccc2c(c1)nc1n2CCC(C)C1 (stereo not drawn)
 : -0.6, -5.5
O=C(C1CCCCC1)N1CCN(C2c3ccccc3-c3ccccc32)CC1
 : 11.0, -2.8
COc1ccc(N(CC(=O)Nc2ccc(Br)cc2)S(C)(=O)=O)cc1Cl
 : 3.8, -2.2
Cc1nc(NC(=O)c2cccc(Br)c2)sc1C
 : -2.8, 1.3
O=C(COc1ccccc1[N+](=O)[O-])Nc1ccc2oc(-c3cccnc3)nc2c1
 : 5.0&18.9, -3.1&1.3
Cc1ccc(C2C(=O)N(C3CCCC3)CC(=O)N2C2CC2)cc1 (stereo not drawn)
 : -1.0, -12.7
O=C(CSc1nc2ccccc2o1)c1ccc(Cl)cc1
 : -6.0, -20.9
O=C(Cn1cnc([N+](=O)[O-])n1)Nc1cc(Oc2cncc(Cl)c2)cc([N+](=O)[O-])c1
 : 22.0, -13.1
COc1cc(C2Nc3ccccc3NC3=C2C(=O)CC(c2cccs2)C3)cc(OC)c1OC (stereo not drawn)
 : 10.0&16.6, -10.4&1.6
O=C(Nc1ccccc1Cl)c1cccc(NC(=O)c2ccccc2Cl)c1
 : -3.1, 23.9
COc1cccc(CN2CC(C(=O)N3CCCCC3C)CC2=O)c1 (stereo not drawn)
 : 0.4, -3.1
COC(=O)[C@H](C(C)C)N1CCc2nnn(Cc3ccc(C)cc3)c2-c2cc(F)ccc2S1(=O)=O
 : 46.9, -0.1

(continued)
SMILES | mHTT CaM bind | Pf apPOL block
O=C(Nc1nc(-c2nc3ccccc3s2)cs1)c1ccc([N+](=O)[O-])s1 | -18.9 | 3.5
COCCn1cc2c3c(cccc31)CN(C(=O)c1ccccn1)CC2 | 24.3 | -5.8
O=C(CCS(=O)(=O)c1ccc(Br)cc1)N1CCN(c2ccccn2)CC1 | 5.0 | -2.1
C1=C(C2CCNc3c2ccc2cccnc32)CCCC1 (stereo not drawn) | 1.0 | nt
COc1cc(CN2CCN(C/C=C/c3ccccc3)CC2)cc(OC)c1OC | 15.6 | -6.5
Cc1nn(CCCN2C(=O)CSC2=NC2CC2)c(C)c1Br | -2.0 | nt
COc1ccccc1-c1cc(C(=O)Nc2cccc(NS(C)(=O)=O)c2)[nH]n1 | -5.4 | 1.9
O=C1C(=Cc2ccc(Sc3ccccc3)o2)C(=O)c2ccccc21 | 37.0 | -0.3
CCC(C)NC(=O)COc1ccc(Br)cc1 (stereo not drawn) | -7.9 | -10.5
Cc1ccc(NS(=O)(=O)c2ccc3c(c2)OCCCO3)c(C)c1 | -10.2 | -8.2
CC(Cc1c[nH]c2ccccc12)N1C(=O)CCC1=O (stereo not drawn) | -4.0 | -6.4
O=S(=O)(c1ccc(F)cc1)N(Cc1ccccc1)Cc1ccccc1 | -20.8 | -5.4
CC1=NN(c2ccc(Cl)c(C(=O)O)c2)C(=O)/C1=C/c1ccc(OCc2ccccc2)cc1 | 4.0 | -1.5
CCc1cc2c(=O)c(-c3ccc4c(c3)OCCO4)coc2cc1OC(=O)c1ccc([N+](=O)[O-])cc1 | 1.2 | -2.7
COc1cccc(OC)c1C(=O)N1CCN(c2nccn2C)CC1 | -3.6 | 1.0
CC(=O)c1sc(NC(=O)c2ccc3c(c2)OCO3)nc1C | 1.7 | -0.7
CCc1ncc2c(=O)n(Cc3ccc(OC)cc3)ccn12 | 3.6 | -3.8
CC1CCCC(C)N1C(=O)c1cc2nc(-c3cccs3)cc(C(F)(F)F)n2n1 (stereo not drawn) | -5.0 | 4.6
Cc1ccccc1NCn1c(=O)oc2cc([N+](=O)[O-])ccc21 | 41.0 | -3.5
COc1cc([N+](=O)[O-])ccc1NC(=O)CSc1ncccn1 | -1.2 | 5.2
CCOC(=O)CSc1nnc(-c2ccccc2)c(=O)n1-c1ccccc1 | nt | -0.1
O=C(C[n+]1ccc(/C=N/O)cc1)NC12CC3CC(CC(C3)C1)C2 | i | 0.1
CCC(=O)NCc1csc(C2CCN(C(=O)c3ccccc3Cl)CC2)n1 | 0.1 | -2.6
COc1ccc(NC(=O)c2cc3nc(-c4ccc(OC)c(OC)c4)cc(C(F)(F)F)n3n2)cn1 | -3.0 | -6.5

Some of the entries above, set out differently:
Cc1ccccc1NCn1c(=O)oc2cc([N+](=O)[O-])ccc21
  mHTT CaM bind = 41.0	Pf apPOL block = -3.5

COc1cc([N+](=O)[O-])ccc1NC(=O)CSc1ncccn1
  mHTT CaM bind = -1.2	Pf apPOL block = 5.2

CCOC(=O)CSc1nnc(-c2ccccc2)c(=O)n1-c1ccccc1
  mHTT CaM bind = nt	Pf apPOL block = -0.1

O=C(C[n+]1ccc(/C=N/O)cc1)NC12CC3CC(CC(C3)C1)C2
  mHTT CaM bind = i	Pf apPOL block = 0.1

Carrying on:
SMILES | mHTT CaM bind | Pf apPOL block
Cn1c(/C(C#N)=C/c2ccc([N+](=O)[O-])cc2)nc2ccccc21 | 13.0 | -2.2
COc1ccc(CCNC(=O)C2(C)CCC(=O)N2Cc2ccc(F)cc2)cc1OC (stereo not drawn) | -2.0 | -9.5
O=C(NNC(=S)NC1CCCCC1)c1[nH]ncc1[N+](=O)[O-] | 61.0* | nt
O=S(=O)(CCSCc1csc2ccccc12)c1ccc(Cl)cc1Cl | nt | -11.6
Cc1ccc(OCc2nnc(SCC(=O)Nc3cc(C)c(C)cc3Br)o2)cc1 | -0.3 | 2.0
O=C1CC2(CCCCC2)CC(=O)N1c1cccnc1 | nt | -6.0
COc1ccc(NC(=O)c2cccc([N+](=O)[O-])c2C)cc1Cl | -2.7 | -5.1
COc1cc2c(cc1OC)C(C(=O)Nc1ccc(F)cc1F)C(c1cccnc1)N(C)C2=O (stereo not drawn) | 0.0 | -1.2
N/C(=N\OS(=O)(=O)c1ccccc1)c1ccccn1 | i | 1.4
Cc1ccc(-c2cc(-c3ccccc3Cl)[nH]n2)c(O)c1 | 65.4* | -3.3
O=C(Cn1c(=O)n(Cc2ccc3c(c2)OCO3)c(=O)c2ccccc21)Nc1ccc(F)cc1 | 8.0 | 1.6
COc1ccc(CNc2ncnc3c2nc2n3CCCC2)cc1 | -1.9 | 1.5
O=S(=O)(c1ccccc1Cl)N1CCN(c2ccc(Nc3ccccn3)nn2)CC1 | 10.8 | -6.3
CCCCc1ccc(NC(=O)Cc2nn(C)c(=O)c3ccccc23)cc1 | 11.0 | -11.1
CCSc1nc2ccccc2c(=O)n1C | -11.7 | 1.0
Cc1ccc(NC(=O)CCc2nc(-c3cccs3)no2)nc1 | -1.0 | -5.4
Cc1cccc(CNC(=O)C2CCc3sc(C(=O)N4CCOCC4)cc3C2)c1 (stereo not drawn) | 3.6 | -1.2
O=Cc1sc([O-])nc1-[n+]1ccccc1 | 3.6 | nt
CC12CC(NC(=O)N1c1ccc(F)cc1F)c1cc(Cl)ccc1O2 (stereo not drawn) | -5.1 | -1.0
COc1ccc(C(=O)c2sc(Nc3ccccc3)nc2C)cc1 | nt | -0.5
Cc1ccc(Oc2nc3c(c(=O)n(Cc4ccccc4F)c(=O)n3C)n2C)cc1 | 0.0 | -0.5
N#Cc1cccc(N2C=C(C(=O)N3CCCC3)S(=O)(=O)c3ccc(F)cc32)c1 | 11.2 | -0.2
O=c1[nH]nc(SCc2nnc(-c3ccc([N+](=O)[O-])cc3)o2)n1C1CCCCC1 | nt | -17.3
COCCN(CCOC)Cc1c(O)ccc2c1OC(=Cc1ccccc1C)C2=O | 14.2 | -10.1

Some of the entries so far, field by field:
> Cc1ccc(S(=O)(=O)N2CCN(S(C)(=O)=O)C2)cc1
  mHTT CaM bind: -9.0 | Pf apPOL block: -1.9

> CCCCOc1ccc(-c2nc(C=Nc3ccc(C)cc3C)c(O)o2)cc1
  mHTT CaM bind: -2.0 | Pf apPOL block: 4.1

More results follow:
SMILES | mHTT CaM bind | Pf apPOL block
O=C1CCCCC(=O)c2ccccc2N1 | -9.0 | -16.6
COc1cc(NC(=O)Nc2ccc(-c3nc4ccccc4o3)cc2)cc(OC)c1OC | -4.0 | -6.7
CC(C)(C)c1nnc(-c2cccc(NS(=O)(=O)c3ccc(-c4ccon4)s3)c2)o1 | nt | -8.4
CCc1csc2nc(C)c(NC(=O)CC(C)C)c(=O)n12 | -5.6 | -0.7
